Source: PubChem (several laboratories)
PvdQ acylase – blocks Pseudomonas aeruginosa PvdQ acylase activity; purified PvdQ acylase, fluorescence plate reader; inhibition, % at 10 µM; 340,000 compounds, 0.063% hits; AID 488965; in the data active = inhibition above about 30%, passing the limit was not always enough;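 note: 0% = vehicle neutral wells and 100% = reference inhibitor wells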
Wnt act – activates Wnt/beta-catenin signaling in a reporter cell assay; activator, plate reader; activation, % at 9.35 µM; 300,000 compounds, 1.2% hits; in the data active = activation above about 30%, passing the limit was not always enough;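 note: 0% = neutral control wells and 100% = positive control wells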
HTR5A inv ag – counter-screen for OPRM1-OPRD1 inverse agonists: human HTR5A inverse agonism | inhibition, % at 9.3 µM | 340,000 compounds, 0.083% hits | P47898 | HTR5A cell line, luminescence; in the data active = inhibition mostly above about 23%, no sharp cut-off; inactive = mostly below about 18%;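 note: 0% = cells with DMSO and 100% = no-cell wells with DMSO; some compounds called inactive have numbers as strong as hits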
Target sequence (P47898 whole entry, looked up): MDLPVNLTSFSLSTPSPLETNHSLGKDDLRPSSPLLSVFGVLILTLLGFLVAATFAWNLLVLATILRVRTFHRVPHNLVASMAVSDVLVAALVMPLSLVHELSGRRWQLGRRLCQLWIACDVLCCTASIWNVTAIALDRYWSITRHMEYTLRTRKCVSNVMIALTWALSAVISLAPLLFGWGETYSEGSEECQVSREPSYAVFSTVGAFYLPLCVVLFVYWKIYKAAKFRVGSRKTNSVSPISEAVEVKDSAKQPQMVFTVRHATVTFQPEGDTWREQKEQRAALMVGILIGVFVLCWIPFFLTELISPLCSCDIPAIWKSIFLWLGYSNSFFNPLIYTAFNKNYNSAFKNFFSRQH
V-ATPase pHluor – regulators of yeast V-ATPase proton transport; 350,000 compounds, 0.37% hits; S. cerevisiae, pHLuorin cytosolic pH fluorescence; response, % at 10 µM; in the data active = response mostly above about 7.3%, no sharp cut-off; inactive = mostly below about 5.4%; note: actives read high; inactives centre near 0; some compounds called inactive have numbers as strong as hits; reference of the scale not given here
HTR5A ag – counter-screen for OPRM1-OPRD1 agonists: human HTR5A agonism; P47898; activation, % at 9.3 µM; HTR5A agonist assay, luminescence, cell-based; 340,000 compounds, 0.61% hits; in the data active = activation mostly above about 9.5%, no sharp cut-off; inactive = mostly below about 7.6%;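 note: 0% = cells with vehicle only and 100% = reference agonist; strong numbers were not always called active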
dFosB activator – mouse delta FosB homodimer activation | P13346 | activation, % at 25 µM | 340,000 compounds, 0.99% hits | purified delta FosB, TAMRA-CDK5 oligo fluorescence polarization; percent of positive-control signal above neutral wells;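 active = mean activation above about 17%, with every replicate also reaching it, limit read from the data, passing the limit was not always enough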;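 note: fluorescence polarization rise as delta FosB binds a TAMRA Cdk5 AP-1 oligo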
MITF TRPM1 HTS – activators of MITF-driven TRPM1 promoter activity in SK-MEL-5 cells; SK-MEL-5 TRPM1-promoter luciferase, 24 h; % of positive control, neutral wells = 0; activation, % at 12.5 µM; 300,000 compounds, 0.75% hits;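 active = mean activation of at least 80% with every replicate also reaching 80%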;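 note: 0% = neutral control wells and 100% = parthenolide positive control wells; values of inactives mirror those of a sister screen read the other way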
SR-BI HDL uptake – mouse SR-BI HDL lipid transfer inhibition; Q61009; ldlA[mSR-BI] CHO cells, DiI-HDL uptake fluorescence, 3 h; inhibition, % at 12.5 µM; 320,000 compounds, 0.96% hits;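 active = mean replicate inhibition of at least 70% and a set share of replicates each scoring 70 or more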;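 note: 0% = median of neutral control wells and 100% = median of positive control wells; values of inactives mirror those of a sister screen read the other way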
Target sequence (Q61009 whole entry, looked up): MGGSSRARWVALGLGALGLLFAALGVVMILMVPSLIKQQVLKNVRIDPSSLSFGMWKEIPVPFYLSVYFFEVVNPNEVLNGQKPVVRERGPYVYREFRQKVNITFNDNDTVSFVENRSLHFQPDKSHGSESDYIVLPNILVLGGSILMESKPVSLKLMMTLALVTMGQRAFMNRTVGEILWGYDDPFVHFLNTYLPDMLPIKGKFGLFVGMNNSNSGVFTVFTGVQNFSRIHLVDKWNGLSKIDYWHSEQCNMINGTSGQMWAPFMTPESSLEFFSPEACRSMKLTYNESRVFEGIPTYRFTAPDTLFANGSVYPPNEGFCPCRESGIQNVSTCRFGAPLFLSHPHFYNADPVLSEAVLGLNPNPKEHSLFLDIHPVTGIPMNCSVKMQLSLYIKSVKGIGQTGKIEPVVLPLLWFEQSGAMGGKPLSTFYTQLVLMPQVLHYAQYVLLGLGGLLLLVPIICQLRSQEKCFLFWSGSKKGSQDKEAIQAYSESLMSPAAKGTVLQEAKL
CDK5 inh – blocks human CDK5/p35 kinase activity; Q00535+Q15078; Recombinant CDK5/p35, ADP-Glo luminescence, 60 min; inhibition, % at 10 µM; 330,000 compounds, 0.01% hits; AID 488839;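 active = highest replicate inhibition of at least 50% and at least 75% of replicates reaching 50%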;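 note: plate controls were DMSO neutral control for no effect and GW8510 at 10 µM for full effect; many of its hits are not listed in these tables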
NSD2 inh – inhibitors of human histone methyltransferase NSD2 | NSD2 peptide methylation, AlphaScreen, 120 min | inhibition, % at 12.5 µM | 310,000 compounds, 0.54% hits | AID 743445; in the data active = inhibition above about 50%
Numbers without * were called inactive; . = no result given; & = joins results of further samples.

item	structure	NSD2 inh	dFosB activator	CDK5 inh	HTR5A ag	V-ATPase pHluor	SR-BI HDL uptake	HTR5A inv ag	PvdQ acylase	Wnt act	MITF TRPM1 HTS
1	O=C(CCc1ccc(O)c(O)c1)N/N=C/c1ccc2c(c1)OCO2	9	-12	-0.2	4	-1	11	4	-8	3	0
2	Cc1ccc(S(=O)(=O)N2CCN(C(C)C(=O)NCC(C)c3ccccc3)CC2)cc1 (centres undefined)	0	-12	-2.2	1	2	-24	13	-13	2	-4
3	O=C(CN1CCCCCC1)N/N=C/c1ccc2ccccc2c1	2	-7	-6.3	4	-3	6	-14	-12	5	.
4	COc1ccc(C(=O)Nc2c(C(C)(C)C)nn(C)c2C(C)(C)C)cc1	0	1	-1.2	-4	-2	-9	1	1	-1	1
5	FC(F)(F)c1cc(-c2ccc3c(c2)OCO3)nc(NCc2ccco2)n1	.	-4	-0.2	7	1	-1	-8	2	-7	-6
6	O=C(CCS(=O)(=O)c1ccccc1)Nc1ccc2c(c1)OCO2	3	1	3.5	-1	1	4	4	5	8	79
7	Cc1csc(=O)n1CC(=O)OCC(=O)NNC(=O)c1ccccc1	-1	4	-1.1	2	-5	-2	24	-1	0	-3
8	COc1cccc(/C=C2\SC(=S)N(NC(=O)c3ccncc3)C2=O)c1	1	-9	-6.7	-2	0	-3	20	-1	5	-13
9	CC[C@@]1(C(=O)OC)N[C@H](CN(C)C(C)=O)[C@@H]2C(=O)N(C)C(=O)[C@@H]21	.	2	0.1	0	1	18	0	-8	-1	2
10	CC(C)c1ccccc1N=C1SCCN1C1CCS(=O)(=O)C1 (centres undefined)	-1	-7	-0.4	1	3	4	-5	-8	.	.
11	Cc1ccc(C)c(N(CC(=O)NC2CCCCC2)C(=O)c2snc(C(N)=O)c2N)c1	-8	-10	0.0	6	2	51	-16	-17	-4	-6
12	CCCCCC(=O)Nc1ccc(N2CCN(C(=O)c3ccccc3)CC2)cc1	-1	-11	0.1	-1	-3	24	-5	-9	-2	-31
13	O=C(c1ccc2c(=O)n3c(nc2c1)CCC3)N1CCCSC1=Nc1ccccc1	2	-4	-0.3	1	5	26	-3	-16	2	23
14	CCOc1ccc(C(NC(=O)/C=C/c2ccco2)c2ccc(OC)c(OC)c2)cc1 (centres undefined)	0	3	-0.5	1	2	11	-11	-5	.	0
15	COc1ccc(Cc2nnc(SCC(=O)N3CCCCC3)o2)cc1	1	0	-1.4	1	5	-14	-10	-16	-3	-6
16	Cn1c(NCCCN2CCOCC2)nc2c1c(=O)n(Cc1ccc(Cl)cc1Cl)c(=O)n2C	2	-1	-10	0	-1	6	-22	-21	.	1
17	COc1ccc(C)cc1Nc1c2c(nc3ccccc13)CCC2	4	-5	0.9	-1	0	50	4	-15	-5	-3
18	COc1ccc(CCNc2cc(N3CCN(C(=O)c4ccccc4F)CC3)ccc2[N+](=O)[O-])cc1OC	1	-3	0.7	-1	0	.	7	-8	.	-83
19	Cc1ccc(C(=O)N2N=C(c3ccccc3O)CC2c2ccccc2)cc1 (centres undefined)	16	-3	0.0	-1	-3	13	4	3	1	11
20	O=C(O)c1cccc(NC(=O)c2cc(S(=O)(=O)N3CCOCC3)cs2)c1	0	2	1.4	4	6	-10	-10	10	0	3
21	Cc1cc(C(=O)CSc2nnc(NCc3ccccc3)s2)c(C)n1C	3	-5	-0.4	5	2	25	-7	-3	0&0	-15
22	Cc1c(C(=O)NCc2ccco2)oc2ccccc12	-5	-1	-1.7	9	-4	.	-26	16	2	.
23	Cc1cc(Cl)ccc1OCC(=O)Nn1c(C)ccc1C	-5	1	3.1	-1	4	37	13	-14	-6	9
24	Cc1ccc(-n2nnc3c(=O)n(CC(=O)NCC4CCCO4)cnc32)cc1 (centres undefined)	-1	-2	-5.6	-3	-2	-6	-24	-25	.	-1
25	CN(C)S(=O)(=O)c1ccc(=S)[nH]c1	6	-2	-1.3	1	-2	-3	-4	3	-2	0

From entry 24 to 25, as listed above:
item	structure	NSD2 inh	dFosB activator	CDK5 inh	HTR5A ag	V-ATPase pHluor	SR-BI HDL uptake	HTR5A inv ag	PvdQ acylase	Wnt act	MITF TRPM1 HTS
24	Cc1ccc(-n2nnc3c(=O)n(CC(=O)NCC4CCCO4)cnc32)cc1 (centres undefined)	-1	-2	-5.6	-3	-2	-6	-24	-25	.	-1
25	CN(C)S(=O)(=O)c1ccc(=S)[nH]c1	6	-2	-1.3	1	-2	-3	-4	3	-2	0

Further compounds:
item	structure	NSD2 inh	dFosB activator	CDK5 inh	HTR5A ag	V-ATPase pHluor	SR-BI HDL uptake	HTR5A inv ag	PvdQ acylase	Wnt act	MITF TRPM1 HTS
26	CC1(C)CC(NC(=O)Cc2ccc(Cl)cc2)CC(C)(C)N1	0	-1	1.1	2	1	-34	-8	-12	0	.
27	CC(=O)Nc1cccc(Oc2nc(C(F)(F)F)nc3ccccc23)c1	-2	-16	-0.9	10	0	7	-9	-13	0	-5
28	O=C(c1ccc(OC2CCN(C/C=C/c3ccccc3)CC2)cc1)N1CCCCC1	6	-6	1.2	3	1	68	-25	-15	-2	5
29	COc1ccc(CNC(=O)COC(=O)CCOc2ccc(C)cc2)cc1	3	-2	2.0	-5	0	-22	-11	2	-4	-1
30	NS(=O)(=O)c1cccc(NC(=O)CSc2nn(-c3ccccc3)c(=S)s2)c1	5	-10	0.9	1	0	54	-4	-4	-6	-5
31	CCC(Sc1ccccn1)C(=O)Nc1cccc([N+](=O)[O-])c1 (centres undefined)	0	-6	-0.4	4	4	-3	-10	13	-7	-6
32	CC(=O)Oc1ccc2occ(/C=N/c3cc(=O)[nH]c(=S)[nH]3)c(=O)c2c1	0	-8	1.3	-2	1	-3	0	-2	-3	-10
33	O=[N+]([O-])c1ccccc1NCCNc1ncc(C(F)(F)F)cc1Cl	-3	-6	-2.8	6	3	33	-16	-6	.	38
34	CC(C)(C)NS(=O)(=O)c1ccc(NC(=O)C2CCCCC2)cc1	-4	-8	0.2	2	0	23	9	2	-1	-2
35	Cc1cc(N2CCCC2)ccc1NC(=O)CN1C(=O)NC(C)(c2ccccc2)C1=O (centres undefined)	31	-2	-0.3	7	2	33	-25	-21	3	-2
36	CCN(CC(=O)Nc1ccc(OC)cc1)C(=O)c1ccc(Cl)c(S(=O)(=O)N2CCCC2)c1	-3	-8	1.5	6	9	5	-16	6	-4	0
37	O=C(Cc1c(F)cccc1Cl)NNC(=O)c1ccncc1	0	-4	-1.1	1	9	-50	1	-12	1	4
38	CC(NC(=O)C1CCCCC1)C(=O)NC1=NCCS1 (centres undefined)	-1	-1	-0.4	3	1	-31	-8	-6	5	.
39	CCOC(=O)c1c(NC(C)=O)no[n+]1[O-]	0	3	-1.4	1	3	-24	-3	-16	.	-11
40	CCn1c2ccccc2c2cc(CNCc3ccc(OC)cc3OC)ccc21	47	5	0.3	11	-3	7	-10	-10	-2	-16
41	O=C(COC(=O)c1cc(S(=O)(=O)N2CCOCC2)ccc1O)NCc1ccc2c(c1)OCO2	-2	-6	-7.7	-2	-7	11	5	-12	17	0
42	CCCc1ccc(OCCNC(=O)CC)cc1	1	1	1.8	4	-2	-13	12	4	-2	21
43	CCCCn1c(NCc2ccc(N(C)C)cc2)nc2ccccc21	13	-6	0.1	0	0	.	-2	14	3	6
44	O=c1[nH]nc(-c2ccc(F)cc2)cc1-c1ccccc1	-1	-6	1.3	1	4	-5	-2	-16	0	3
45	COc1cccc(/C=N/n2c(=O)[nH]c3ccccc32)c1OC	-3	-3	.	6	0	-1	-22	-14	21	30
46	CS(=O)(=O)N1CCC(C(=O)NNC(=O)Nc2ccc(F)c(Cl)c2)CC1	0	-6	1.4	1	-6	-45	-10	10	1	-4
47	CCOC(=O)c1c(C)[nH]c(C)c1S(=O)(=O)NCCCN1CCOCC1	0	3	.	0	-1	-26	5	-6	0	5
48	Cc1ccc(C(=O)OCC(=O)NN2C(=O)NC3(CCC(C)CC3)C2=O)cc1 (centres undefined)	-1	-6	0.7	-3	0	1	8	2	3	8
49	O=C(CSc1ncn[nH]1)Nc1ccc(S(=O)(=O)N2CCCC2)cc1	-2	-8	-1.2	11	0	.	-28	-26	-1	-3
50	O=C(Nc1ccc(CN2CCOCC2)cc1)c1ccc(-c2cccc([N+](=O)[O-])c2)o1	2	17*	2.2	2	-1	72*	-7	-11	-2	13
51	COc1ccc2nc(NC(=O)CN3CCN(C)CC3)sc2c1	9	5	-0.3	0	0	-7	1	-11	.	18
52	O=C(C1=C[C@H](c2ccc(C(F)(F)F)cc2)C[C@H](OCCCCO)O1)N1CCOCC1	.	-6	-0.3	5	-1	-2	-12	-17	-4	7
53	COc1ccccc1NC(=O)Cn1c(=O)sc2ccccc21	-1	6	0.5	0	-1	8	-27	-16	.	-9
54	Cc1ccc(NS(=O)(=O)c2cccc(C(=O)N3CCN(C(=O)c4ccco4)CC3)c2)cc1	-1	-3	1.0	0	0	-6	0	7	0	-10
55	CCOC(=O)Cc1cn2c(=O)cc(CSCC(=O)Nc3ccc(C)c(C)c3)nc2s1	0	-12	-1.0	6	-5	-4	-9	-28	2	-3
56	COc1cccc(NC(=O)C(=S)NC2CCCCC2)c1	1	-4	3.1	-4	-2	11	12	-6	11	84*
57	CC(=O)N(C)c1ccc(C=C2C=Cc3ccccc32)cc1	1	-9	4.1	1	-1	6	-4	-7	-1	15
58	Cc1ccc(/C=N/N=C/c2ccc(C)cc2)cc1	-2	-5	-0.4	2	-1	-1	29	-11	4	-1
59	CC(C)N=C(NC#N)SCC(=O)NC(C)(C)C	-1	-4	-3.7	7	2	-3	-3	-26	.	-7
60	CC(OC(=O)c1cc(Br)ccc1O)C(=O)Nc1ccc(S(=O)(=O)N2CCCC2)cc1 (centres undefined)	-4	-9	1.7	7	2	43	-17	1	0	-16
61	Cc1csc(SCC(=O)NCc2ccccc2Cl)n1	.	-3	1.0	3	2	-18	2	0	4	-3
62	c1cncc(-c2nc(N3CCOCC3)c3c4c(sc3n2)CCC4)c1	.	-13	1.9	1	-2	20	-1	6	0	2
63	COC(=O)c1ccc(C2C(C(=O)c3ccco3)=C(O)C(=O)N2c2cc(C)on2)cc1 (centres undefined)	1	3	-1.2	-2	-3	-2	4	3	5	8
64	COc1ccc(C(=O)c2ccc(Br)cc2)c2ccccc12	-5	-7	0.4	0	-3	19	0	6	2	-13
65	C=CCNC(=O)N1CCCC(C(=O)c2cccc(OC(C)C)c2)C1 (centres undefined)	-1	-9	0.5	4	-3	19	-7	-6	4	44
66	CS(=O)(=O)Nc1ccccc1N=C(c1ccccc1)c1ccccc1	3	6	1.1	5	-3	-16	-20	-13	1	-11
67	C#CCOCCOCCOCCNc1nc(N2CCOCC2)nc(N2CCN(C(=O)Cn3cc(CC(C)O)nn3)CC2)n1 (centres undefined)	.	1	-0.2	4	-1	-49	-11	-5	0	10
68	C=CC1=C2C=C(C3CC3)N(CC3CC3)C=C2C(=O)C(C)(OC(=O)c2ccco2)C1=O (centres undefined)	.	2	-1.9	1	10	-5	-26	6	0	-10
69	NC(=O)c1nsnc1-c1ccccc1O	-5	0	0.4	0	0	-3	-4	7	1	-1
70	Cc1ccc(OCCC(=O)Nc2ccc(C)c(F)c2)cc1	-3	-5	1.4	2	0	-14	-31	-16	0	0
71	COc1ccc(CC(=O)N2N=C(C)CC2(O)C(F)(F)F)cc1OC (centres undefined)	0	0	-0.6	3	0	-18	-8	-8	0	-2
72	CC(C(=O)Nc1ccc(S(=O)(=O)N2CCCC2)cc1)N1CCN(c2ccccc2O)CC1 (centres undefined)	7	4	0.6	1	3	4	-6	-7	0	-12
